Screening results from PubChem BioAssay.
CR mimetic SO: lowers age-related superoxide in aged yeast cells | superoxide response (% of plate mean), % at 10 µM | S. cerevisiae aged cells, superoxide DHE fluorescence; stronger effect = lower value | 330,000 tested, 0.18% active | AID 2690;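 active = superoxide response under a set limit, about three screen SD below normal, cut at about 65% in these data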;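 also: yeast aged for seven days with compound at 30 °C before DHE staining; 100% = average MFI of all compound-treated wells on the plate with controls excluded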
MEP2-GFP yeast: modulators of TOR pathway MEP2-GFP in S. cerevisiae | S. cerevisiae MEP2-GFP strain, flow cytometry GFP, 3 h; 100% = DMSO control level | GFP response vs DMSO, % at 10 µM | 330,000 tested, 0.51% active | AID 2016;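 active = GFP response versus DMSO above a set limit, roughly screen mean plus 3 SD, cut at about 180% in these data; inconclusive = fewer than 70 cells counted for a yeast strain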;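 also: median GFP fluorescence of the barcode-gated MEP2-GFP cells per well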
RPL19A-GFP yeast: modulators of TOR pathway RPL19A-GFP in S. cerevisiae; percent response vs DMSO, % at 10 µM; 330,000 tested, 0.3% active; AID 2025; S. cerevisiae RPL19A-GFP strain, flow cytometry, 3 h; stronger effect = lower value;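 active = percent response vs DMSO below 50%; inconclusive = fewer than 70 events counted for the yeast strain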;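 also: median channel GFP fluorescence of the barcoded RPL19A-GFP strain; ratio of sample median GFP to plate DMSO average so 100% = DMSO; lower means less RPL19A-GFP as with rapamycin TOR inhibition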
AGP1 TOR yeast: yeast TOR pathway AGP1-GFP modulation. S. cerevisiae AGP1-GFP multiplex flow cytometry, 3 h; GFP as percent of DMSO wells. GFP response vs DMSO, % at 10 µM. 320,000 tested, 0.02% active;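 active = GFP response relative to DMSO above a set limit, near screen average plus 3 SD, cut at about 150% in these data; inconclusive = fewer than 70 cells counted for the yeast strain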;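 also: median GFP channel fluorescence of the gated AGP1 strain per well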
CIT2 TOR yeast: modulators of TOR pathway CIT2-GFP in S. cerevisiae; S. cerevisiae CIT2-GFP strain, flow cytometry, 3 h; 100 means same as DMSO wells; GFP response vs DMSO, % at 10 µM; AID 2029; 320,000 tested, 0.065% active;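 active = GFP response relative to DMSO above a set limit, near the screen mean plus 3 SD, cut at about 150% in these data; inconclusive = Fewer than 70 cells measured for a yeast strain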;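 also: ratio of well median GFP fluorescence to mean of DMSO wells on the plate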
Efflux pump inh: blocks antifungal efflux pumps in multiplex yeast assay; S. cerevisiae Candida pump triplex, Nile Red efflux; inhibition, % at 10 µM; 330,000 tested, 0.44% active;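 active = plate passing quality check with inhibition over a set limit, or well fluorescence over plate mean plus 4 SD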;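 also: Nile Red retained in pooled yeast measured as flow cytometry median fluorescence; 0% = buffer negative control and 100% = Enniatin B positive control; higher means more Nile Red kept so more efflux inhibition; some compounds called inactive have numbers as strong as hits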
AHR activator: human AHR activation; AHR-responsive luciferase reporter cells, luminescence; 320,000 tested, 2.5% active; AID 2796; activation, % at 5 µM; P35869; in the data active = activation above about 47%;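 also: 0% = vehicle wells and 100% = reference agonist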
Target sequence (P35869 whole entry, looked up): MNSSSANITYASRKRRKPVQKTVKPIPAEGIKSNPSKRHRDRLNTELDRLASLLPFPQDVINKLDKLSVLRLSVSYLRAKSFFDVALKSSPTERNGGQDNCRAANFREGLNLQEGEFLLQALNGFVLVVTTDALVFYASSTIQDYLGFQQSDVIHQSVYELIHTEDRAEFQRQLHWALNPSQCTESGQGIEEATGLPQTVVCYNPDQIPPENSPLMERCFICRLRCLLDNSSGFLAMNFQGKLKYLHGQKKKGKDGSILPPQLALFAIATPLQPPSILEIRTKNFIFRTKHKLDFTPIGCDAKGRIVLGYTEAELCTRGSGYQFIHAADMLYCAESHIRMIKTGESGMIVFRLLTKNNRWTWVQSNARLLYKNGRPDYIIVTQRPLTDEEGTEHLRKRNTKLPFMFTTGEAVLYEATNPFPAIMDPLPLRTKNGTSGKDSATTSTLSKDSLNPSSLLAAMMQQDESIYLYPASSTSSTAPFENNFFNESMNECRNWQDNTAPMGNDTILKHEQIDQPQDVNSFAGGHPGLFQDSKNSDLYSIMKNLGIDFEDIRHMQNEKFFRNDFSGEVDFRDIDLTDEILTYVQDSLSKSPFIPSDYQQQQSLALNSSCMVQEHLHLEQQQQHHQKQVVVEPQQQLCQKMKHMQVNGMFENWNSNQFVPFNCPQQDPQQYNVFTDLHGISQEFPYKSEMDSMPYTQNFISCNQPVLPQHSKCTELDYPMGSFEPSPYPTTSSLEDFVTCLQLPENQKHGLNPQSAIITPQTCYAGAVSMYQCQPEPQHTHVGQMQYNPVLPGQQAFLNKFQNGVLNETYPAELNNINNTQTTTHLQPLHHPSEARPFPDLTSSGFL
LAP4-GFP MLPCN: yeast TOR pathway LAP4-GFP modulation. AID 2023. GFP response vs DMSO, % at 10 µM. 320,000 tested, 0.34% active. S. cerevisiae LAP4-GFP multiplex, flow cytometry GFP, 3 h; median GFP as percent of DMSO wells;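 active = GFP response vs DMSO above a set limit, about the screen mean plus 3 SD, cut at about 150% in these data; inconclusive = under 70 cell events counted for the yeast strain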
Starred values were filed as active, the others as inactive; ? = inconclusive; nt = no result given; [ ] = dose if it differs, or a comment.

SMILES	CR mimetic SO	MEP2-GFP yeast	RPL19A-GFP yeast	AGP1 TOR yeast	CIT2 TOR yeast	Efflux pump inh	AHR activator	LAP4-GFP MLPCN
O=C(CN1C(=O)S/C(=C\C=C\c2ccccc2)C1=O)N1CCOCC1	101.2	101.4	105.0	109.2	105.6	0.0	-2.4	113.1
COc1ccc2oc(=O)c(-c3csc(Nc4ccc(O)cc4)n3)cc2c1	100.4	102.1	103.7	102.2	98.3	-0.1	-6.6	102.5
CCCC(=O)Nc1ccc(-c2csc(N/N=C\c3ccncc3)n2)cc1	96.5	83.6	89.6	97.6	86.7	0.1	1.7	91.0
O=C(CN1CCCC1c1cccs1)N1CCN(S(=O)(=O)c2cccc(F)c2)CC1 (stereo not drawn)	104.9	105.9	103.2	106.1	108.2	-0.2	2.5	105.3
C=CCNc1ncnc2c1cnn2-c1cccc(C)c1	96.2	102.0	95.6	93.9	86.3	-0.2	-7.0	120.8
N#Cc1ccccc1OCCCN1CCC(Cc2ccccc2)CC1	105.7	112.3	109.6	108.2	107.0	-0.1	-0.5	97.2
C=CCn1c(COc2cccc(C)c2)nnc1SC(C)C(=O)NC1CC1 (stereo not drawn)	109.1	90.0	94.9	98.7	93.4	0.1	0.5	96.9
COc1ccc(S(=O)(=O)n2nc(-c3ccc(Cl)cc3)cc2N)cc1	110.5	103.7	96.6	95.2	96.0	0.3	5.9	101.4
CCn1cc(C(=O)N[C@@H](C)C(=O)OC)c(=O)c2cc3c(cc21)OCO3	91.1	118.0	104.0	101.0	96.2	-0.2	0.8	105.8
COc1cccc(OC)c1C(=O)Nc1ccc2c3c(cccc13)CC2	93.7	102.4	101.8	101.5	103.3	0.0	12.5	111.4
OC(COCc1ccc2c(c1)OCO2)CN1CCC(Cc2ccccc2)CC1 (stereo not drawn)	106.6	104.3	101.0	105.1	101.2	0.0	0.8	100.2
CCC(C)NCCCOc1c(C)cc(C)cc1Br (stereo not drawn)	94.2	101.6	104.7	100.9	100.2	0.1	2.1	95.6
O=C(Nc1ccc2oc(-c3ccc(Cl)c(Cl)c3)nc2c1)c1ncn[nH]1	104.9	96.1	97.7	97.1	89.0	0.1	20.7	90.5
CCOC(=O)[C@H]1[C@H]2COc3ccc(OC)cc3[C@H]2N2C(=O)CNC(=O)[C@@]12C	70.8	91.1	92.1	93.3	99.2	-0.1	0.2	89.0
C=CCc1c(OC)ccc2c1c(S(=O)(=O)c1ccc(C)cc1)cn2COC	110.4	110.0	102.7	104.1	101.8	0.1	-0.8	140.6
O=C(Nc1cccc(-c2nc3ccccc3o2)c1)c1ccc(N2C(=O)C3C4C=CC(C4)C3C2=O)cc1 (stereo not drawn)	94.2	111.3	103.8	106.6	109.6	0.0	-1.8	115.1
COc1cccc(C=Nc2ccccc2C(=O)Nc2nccs2)c1OC	74.1	137.7	104.1	101.7	99.9	-0.1	-1.2	93.2
Cc1nc2ccc(NS(=O)(=O)c3ccc(F)cc3F)cc2s1	95.2	101.1	94.2	97.5	98.7	0.1	0.7	102.7
CC1Cc2ccccc2N1S(=O)(=O)c1cnc[nH]1 (stereo not drawn)	97.2	101.8	104.7	104.6	nt	0.0	1.3	92.7
COc1ccc(OC)c2[nH]c(=O)c(CCNS(=O)(=O)c3ccc(F)cc3)cc12	100.9	113.4	92.4	109.9	112.1	0.0	9.5	106.1
CC(C)C1N=C2c3ccccc3N=C(SCC(=O)NCCc3ccc(S(N)(=O)=O)cc3)N2C1=O (stereo not drawn)	101.4	107.0	107.6	104.9	105.5	-0.1	-0.3	98.2
Cc1ccc(C(=O)Nc2ccccc2C(=O)O)cc1S(=O)(=O)Nc1ccc(Br)cc1	99.9	90.6	95.5	102.5	94.5	-0.1	6.1	99.9
COc1ccc(N(CC(=O)N2CCN(c3ccc(F)cc3)CC2)S(=O)(=O)c2c(C)noc2C)cc1	120.8	108.1	98.7	105.0	104.4	-0.6	2.6	105.2
CN(C)CCCN(C(=O)c1ccc2c(c1)OCCO2)c1nc2ccc(Cl)cc2s1	94.0	107.1	110.5	107.4	109.8	0.1	-9.8	84.1
COCCN(CCOC)C(=O)c1sc2nc(-c3ccccc3)cn2c1C	105.2	101.5	102.5	100.9	103.0	0.2	2.1	99.9
CCCCCC(=O)NNC(=S)NC(=O)c1ccccc1[N+](=O)[O-]	112.7	93.1	89.3	94.7	89.2	0.0	2.4	93.8
CCCCNC(=O)C1CCCNC1=O (stereo not drawn)	97.5	103.0	96.7	92.0	93.4	0.1	-1.1	89.0
CCC(=O)n1nc(-c2ccccc2)nc1N	93.5	109.1	105.1	99.6	108.1	0.0	0.6	115.1
CCCNc1nc(Cl)nc(NCc2cccnc2)n1	107.3	105.3	98.4	100.8	87.1	0.1	32.0	107.7
Cc1nc(NC(=O)/C=C/c2ccccc2)n[nH]1	106.9	102.3	105.7	88.8	98.4	0.0	21.7	127.2
COC(=O)Cn1cc(C(=O)C2CC2)c2ccccc21	96.9	100.5	92.9	99.4	98.0	-0.1	-0.4	97.8
O=c1cc2c(nn1Cc1ccc(Cl)cc1Cl)-c1ccccc1CC2	85.0	90.7	95.6	95.2	92.1	0.8	2.2	102.7
Cc1nn(C)cc1C1C(C#N)=C(N)N(c2ccc(F)c([N+](=O)[O-])c2)C2=C1C(=O)CCC2 (stereo not drawn)	93.0	111.1	101.6	106.3	92.6	0.1	-2.9	101.6
COc1cccc(NC(=O)CSc2nncn2-c2ccccn2)c1	97.1	103.5	106.8	107.1	114.2	0.0	9.0	109.0
Cc1ccccc1NC(=S)NC(=O)c1cc(-c2ccccc2)nc2ccccc12	105.1	100.5	95.3	104.2	94.8	0.0	7.4	100.4
Cc1cc2c(c(=O)n1Cc1cccnc1)C(c1ccccc1)C(C#N)=C(N)O2 (stereo not drawn)	115.7	106.6	97.3	99.8	90.8	0.2	3.4	98.3
Cc1c(C(=O)N(Cc2ccc(F)cc2)C2CCS(=O)(=O)C2)oc2ccccc12 (stereo not drawn)	107.2	106.4	104.5	103.0	102.7	0.0	1.9	96.6
COc1ccc(CNC(=O)COC(=O)C2CC3C=CC2C3)cc1 (stereo not drawn)	97.5	96.4	101.8	95.1	97.4	0.6	3.1	86.8
CC1(C)CC(=O)C2=C(C1)OC1=C(C(=O)CC(C)(C)C1)C2c1ccccc1	117.0	98.0	99.3	102.7	102.4	0.0	-0.7	100.6
CCC1CN(C(=O)N2CCC(C(=O)NCc3cccc(OC)c3OC)CC2)c2cc(C)ccc2O1 (stereo not drawn)	100.0	108.0	97.6	101.7	101.5	0.0	0.6	94.8
CC1(c2ccccc2)NC(=O)N(CC(=O)Nc2nnc(C3CC3)s2)C1=O (stereo not drawn)	108.0	98.7	97.6	100.9	95.3	0.1	-0.4	102.1
CC1=NN(C(C#N)c2cccc([N+](=O)[O-])c2)C(C)(C)C1 (stereo not drawn)	112.0	96.8	97.0	95.0	95.1	0.7	0.5	98.6
COc1ccc(S(=O)(=O)N2CCC(C(=O)Nc3c(F)cccc3F)CC2)cc1	114.6	104.7	103.1	97.3	103.2	0.0	-2.4	102.6
Nc1nc(SCC(=O)Nc2ccccc2C(F)(F)F)[nH]c(=O)c1-c1ccccc1	93.4	111.9	102.6	107.3	122.2	0.0	1.1	110.9
COc1cc(S(=O)(=O)NCCCn2ccnc2)ccc1F	94.6	107.8	105.0	98.8	110.3	-0.3	1.5	84.6
Oc1c(C(c2ccccn2)N2CCC(Cc3ccccc3)CC2)cc(Cl)c2cccnc12 (stereo not drawn)	92.9	298.8*[may fluoresce violet]	45.2*[may fluoresce violet]	?	?	52.7*	15.1	168.8*[may fluoresce violet]
CCC(=O)NC(=S)Nc1ccccc1C(=O)OC	91.2	90.6	92.4	90.4	92.2	-0.1	0.6	89.1
NNC(=O)c1ccccc1OCc1ccccc1	82.6	103.1	102.6	115.5	106.0	0.0	3.0	117.2
O=C1C=C(N2CCCCCC2)C2(CCCCC2)O1	105.2	95.9	90.0	98.4	98.5	0.1	1.8	94.4
O=C(NCCc1ccccc1)c1ccc(S(=O)(=O)N2CCCC2)cc1	98.2	103.4	98.8	103.6	101.2	0.5	2.8	97.8
Cn1cccc1CNC(=O)Nc1ccc(Cl)c(Cl)c1	88.9	78.7	84.5	nt	86.1	-0.1	32.0	?
COc1ccc2cnn(CCOc3ccccc3)c(=O)c2c1OC	86.3	101.6	94.2	93.7	93.1	-0.1	-9.9	98.4
COc1ccc(CC(=O)Nc2ccc(-c3csc(C)n3)cc2)cc1	100.3	93.1	98.5	86.2	84.9	0.1	-5.7	90.4
CCOc1ccc(CCNC(=O)C2CCCN(c3nn4c(=O)cc(C)nc4s3)C2)cc1 (stereo not drawn)	106.7	96.7	96.6	93.8	97.5	0.0	1.2	110.2
O=C(CN1C(=O)NC2(CCCC2)C1=O)Nc1ccccc1C(F)(F)F	98.9	111.3	102.6	102.6	106.9	0.1	-0.2	124.0
O=C(O)c1ccccc1S(=O)CCO (stereo not drawn)	102.1	102.3	103.7	104.0	107.3	0.0	1.8	106.2
Cc1ccc(NS(=O)(=O)c2ccc(Br)cc2)nc1	115.1	104.7	101.9	100.3	101.2	-0.2	1.0	97.7
COc1ccc(S(=O)(=O)Nc2c(NC3CCCCC3)c3ccccc3oc2=O)cc1Cl	113.4	104.2	95.5	99.0	91.7	0.8	-3.4	101.2
Cc1cccc(N(Cc2cc3ccccc3[nH]c2=O)C(=O)c2cccs2)c1	102.2	100.4	98.3	96.0	93.1	0.1	2.8	98.6
CC(=NCc1ccc2c(c1)OCO2)C1=C(O)c2ccccc2C1=O	94.1	97.1	102.3	100.4	nt	0.0	14.3	97.1

Given with two lines to a compound: 3 of the compounds above
Fields: CR mimetic SO, MEP2-GFP yeast, RPL19A-GFP yeast, AGP1 TOR yeast, CIT2 TOR yeast, Efflux pump inh, AHR activator, LAP4-GFP MLPCN
Cc1ccc(NS(=O)(=O)c2ccc(Br)cc2)nc1
    115.1, 104.7, 101.9, 100.3, 101.2, -0.2, 1.0, 97.7
COc1ccc(S(=O)(=O)Nc2c(NC3CCCCC3)c3ccccc3oc2=O)cc1Cl
    113.4, 104.2, 95.5, 99.0, 91.7, 0.8, -3.4, 101.2
Cc1cccc(N(Cc2cc3ccccc3[nH]c2=O)C(=O)c2cccs2)c1
    102.2, 100.4, 98.3, 96.0, 93.1, 0.1, 2.8, 98.6

Further compounds.
SMILES	CR mimetic SO	MEP2-GFP yeast	RPL19A-GFP yeast	AGP1 TOR yeast	CIT2 TOR yeast	Efflux pump inh	AHR activator	LAP4-GFP MLPCN
CC1CCCN(Cc2c(O)ccc3c2O/C(=C\c2ccco2)C3=O)C1 (stereo not drawn)	85.5	113.7	104.8	104.5	109.5	0.3	-0.1	107.4
CCNC(=S)NNC(=O)Cc1ccccc1	98.4	103.5	102.1	101.2	96.5	0.0	7.2	102.6
Cc1ccc(N(Cc2ccccc2)C(=O)c2cc(S(=O)(=O)N3CCOCC3)ccc2N2CCCC2)cc1	96.3	97.3	101.5	106.0	105.2	0.0	0.3	102.9
Cc1ccc(S(=O)(=O)NC(C)(C)CN2CCC(Cc3ccccc3)CC2)cc1	125.3	102.0	98.6	101.4	92.5	0.3	2.8	105.6
COC(=O)Cc1c(O)ccn(Cc2ccc(OC)c(OC)c2)c1=O	109.8	94.6	89.7	70.7	96.4	0.1	3.9	88.5
Cc1ccc2cccc(S(=O)(=O)N3CCCc4ccccc43)c2n1	107.7	?	?	?	?	0.1	0.3	?
